STAT1 activator: STAT1 signaling activation; NIH 3T3 STAT1-luciferase reporter, IFN-gamma, luminescence; 100% = IFN-gamma alone, no compound; activation (% of control), % at 5.5 µM; 200,000 compounds, 2.6% hits;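 active = activation above the screen-wide mean activation plus 3 SD, cut at about 130% in these data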;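 also: raw ratio to IFN-gamma control signal so 100% means no change and 0% no light; values of inactives mirror those of a sister screen read the other way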
FLuc inh counter: Photinus pyralis luciferase inhibition counter-screen. AID 1006. 200,000 compounds, 1.5% hits. P08659. inhibition, % at 10 µM. ATPLite firefly luciferase biochemical luminescence, 10 min;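 active = inhibition above about 50% when tested at 10 µM, limit read from the data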
Diaph inh CS: inhibits diaphorase or chemically oxidizes, flagging diaphorase assay artifacts; inhibition, % at 20 µM; 190,000 compounds, 0.69% hits; diaphorase resazurin-to-resorufin fluorescence, NADH, 16 min; bacterial (C. kluyveri) enzyme, not human;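 active = primary screen inhibition at 20 µM above a set limit, cut at about 50% in these data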;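 also: plate controls were DMSO with full reaction for no effect and wells lacking NADH for full effect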
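Benchmarks: positive control wells lacking NADH, neutral wells with DMSO only. System: bacterial diaphorase enzyme (C. kluyveri). Input: 0.14 U/mL diaphorase, enzyme working solution. Detection: resorufin fluorescence, excitation 544 nm, emission 590 nm. Times: 16-min room-temperature incubation before reading.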
FLuc stim CS: affects firefly luciferase, flagging false hits in luciferase stimulation screens; activation factor at 10 µM; 200,000 tested, under 10 active; AID 1027; P08659; ATPlite luciferase biochemical, luminescence, 10 min; 0 = ATP-free wells, 1 = DMSO control;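 active = luciferase activation factor, scaled between plate controls, of at least 2 with compound at 10 µM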
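System: Luciferase/luciferin detection reagent, cell-free biochemical luciferase assay | Medium: PBS buffer for ATP | Dosing: Test compounds dosed from 2 mM stocks in 100% DMSO | Timing: 10 min at ambient temperature | Signal: Luminescence measurement of luciferase light output | Evaluation: Luciferase activation, seen as luminescence increase over controls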
APP transl inh: APP translation inhibition. AID 1285. 190,000 compounds, 0.82% hits. inhibition, % at 2 µM. SH-SY5Y APP 5'UTR-luciferase reporter, luminescence;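 active = inhibition above a set limit, derived from the sample mean plus 3 SD, cut at about 45% in these data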; also: values of inactives mirror those of a sister screen read the other way
Diaphorase act: diaphorase activation or chemical reduction counter-screen. activation factor at 20 µM. 190,000 compounds, 0.005% hits. Diaphorase/resazurin coupled assay, resorufin fluorescence, 16 min; stronger effect = higher value; 1 = vehicle wells, 0 = NADH-free wells;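 active = diaphorase activity raised at least twofold by the compound at 20 µM; inactive = activation factor below 2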
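System – purified diaphorase enzyme from Clostridium kluyveri · Input – enzyme 0.07 U/mL final · Also added – final NADH 0.114 mM, resazurin 0.1 mM · Measured by – fluorescence of resorufin, 544 nm excitation, 590 nm emission · Timing – 16 min enzyme reaction, ambient temperature · Measure – resorufin increase flagging diaphorase activators or reducers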
TLR4-MyD88 BLA: inhibitors of human TLR4-MyD88 binding; O00206+Q99836; HeLa CL3-4 TLR4/MyD88 BLA complementation, FRET ratio; inhibition, % at 8.4 µM; 200,000 compounds, 0.18% hits; AID 861; in the data active = inhibition above about 25%;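 also: 0% = vehicle and 100% = reference inhibitor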
G6PDH counter: counter-screen for G6PDH assay hits: L. mesenteroides G6PDH inhibition | Purified L. mesenteroides G6PDH, diaphorase/resazurin coupled fluorescence, 45 min | inhibition, % at 5 µM | 200,000 compounds, 0.12% hits | AID 1020; in the data active = inhibition above about 50%
APP 5'UTR act: APP 5'UTR luciferase reporter activation. SH-SY5Y APP 5'UTR luciferase reporter, luminescence; zero percent = DMSO vehicle wells. activation, % at 2 µM. 190,000 compounds, 1% hits. AID 1276;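 active = activation above a set limit, based on mean plus 3 SD of controls, cut at about 140% in these data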; also: values of inactives mirror those of a sister screen read the other way
NF-kB expr up: compounds increasing NF-kB expression in human neuronal cells; 190,000 compounds, 1.6% hits; fold change at 12.5 µM; NF-kB reporter expression; stronger effect = higher value; in the data active = fold change above about 3.3
Active calls of the source: *; / = no result given. Rows are unselected; overall some 5.6% were active at least once.

Values run as follows: STAT1 activator	FLuc inh counter	Diaph inh CS	FLuc stim CS	APP transl inh	Diaphorase act	TLR4-MyD88 BLA	G6PDH counter	APP 5'UTR act	NF-kB expr up
COc1ccc(CC(=O)Nc2ccc3c(c2)OCO3)cc1S(=O)(=O)N1CCOCC1
  90	-6	13	1.1	7	0.9	1	-2	-7	1.2
O=C(NCCc1ccccc1)Nc1cccc(Cl)c1
  114	-4	11	1	-20	0.9	-3	4	20	1.6
CCN(CC)C(=O)C1=C(C)NC(=O)NC1c1ccccc1F (stereo not drawn)
  103	-3	9	1	-14	0.9	3	-1	14	1
Cc1ccc(S(=O)(=O)C(C#N)c2nc3ccccc3nc2N2CCC(C)CC2)cc1 (stereo not drawn)
  105	4	25	1	-16	0.7	-17	13	16	0.96
CCOCCCn1c(=S)[nH]c2cc(C(=O)N3CCC(C(N)=O)CC3)ccc2c1=O
  97	-4	11	1	-1	0.9	2	7	1	1.1
CCOC(=O)C1CCCN(C(=O)c2cc3c(=O)n4cccc(C)c4nc3n2C)C1 (stereo not drawn)
  96	/	/	/	10	/	0	/	-10	/
CCOC(=O)C1=C(C)NC(=O)NC1c1ccc2c(c1)OCO2 (stereo not drawn)
  98	3	1	1	0	1	-16	45	0	1.6
COc1ccc2c(C)cc(SCn3nnc4ccccc4c3=O)nc2c1
  100	-9	9	1.1	3	0.9	9	-36	-3	1.1
O=C(Nc1ccccc1)c1ccccc1OCc1cccc([N+](=O)[O-])c1
  98	-8	16	1.1	-10	0.8	13	-14	10	0.95
CCO[C@@H]1OC(C(=O)N2CCOCC2)=C[C@H](C)[C@H]1CCCO
  97	-1	-1	1	-1	1	-10	7	1	1.2
c1ccc(CNc2ncnc3sc4c(c23)CCCC4)nc1
  97	-3	7	1	9	0.9	4	1	-9	0.92
O=C(Nc1ccccc1)NC1CCN(CCCN2C(=O)c3ccccc3C2=O)CC1
  96	-2	13	1	-16	0.9	-7	16	16	1.1
Cc1ccnc(N/C=C(/NC(=O)c2ccccc2)C(=O)NN)n1
  95	-4	-16	1	-10	1.2	6	5	10	0.95
Cc1onc(-c2c(Cl)cccc2Cl)c1C(=O)c1c[nH]c(C(=O)NCC2CCCO2)c1 (stereo not drawn)
  103	-2	-14	1	-30	1.1	12	10	30	1
COC(=O)c1sc(NC(=O)/C=C/c2ccccc2Cl)nc1C
  103	-7	-11	1.1	-27	1.1	-2	8	27	1.1
OC(COc1ccc(CN2CCSCC2)cc1)CN1CCCCC1 (stereo not drawn)
  96	-5	7	1	3	0.9	-5	9	-3	0.99
Fc1ccc(OCc2nnc(SCCN3CCOCC3)o2)cc1
  95	-4	-3	1	-6	1	0	10	6	1.2
Cc1cc(C)c2c(=O)[nH]c(SCc3ccccc3C)nc2n1
  87	-2	8	1	2	0.9	1	1	-2	1.2
CCCCOC(=O)/C=C/c1c(C)[nH]c(=O)[nH]c1=O
  102	-6	8	1.1	12	0.9	8	5	-11	1
CCOC(=O)c1c2ccc(OCC(=O)N/N=C/c3ccc(Cl)cc3)cc2n2ccccc12
  96	-8	21	1.1	0	0.8	52*	35	0	0.91
CCOc1ccc(-n2cc(C(=O)NCc3ccco3)c3cc(OC)c(OC)cc3c2=O)cc1
  98	-10	11	1.1	-4	0.9	-7	18	4	0.53
CCOC(=O)C1CCN(CC(O)COc2ccc(C(C)=O)cc2)CC1 (stereo not drawn)
  102	-10	4	1.1	/	1	2	-1	/	1.1
CCOc1ncccc1C(=O)NCc1ccc(OC)c(OC)c1
  104	-6	5	1.1	-7	0.9	-4	-7	7	1.1
O=C(O)c1cccc(N2C(=O)C3CC=CCC3C2=O)c1 (stereo not drawn)
  101	-7	20	1.1	-18	0.8	10	2	18	1.2
Cc1cc2ncn(/N=C/c3ccc([N+](=O)[O-])o3)c2cc1C
  105	-7	11	1.1	13	0.9	1	11	-13	0.83
CCNC(=S)NNC(=O)Cn1nc(C)cc1C
  99	-11	33	1.1	-8	0.7	0	12	8	0.99
CCC(c1nnc(SCC(=O)NCC2CCCO2)n1Cc1ccccc1)N(C)C (stereo not drawn)
  98	/	/	/	3	/	7	/	-3	/
CCN(CC)c1ccc(C(=O)c2ccccc2C(=O)O)c(O)c1
  112	2	-5	1	-1	1	-7	2	1	1.1
CCN(CC)C(=O)COc1ccc(Br)cc1Cl
  100	-1	8	1	-20	0.9	6	-7	20	1.6
CCOC(=O)C(NC(=O)NCc1ccccc1OC)(OCC)C(F)(F)F (stereo not drawn)
  106	-6	-3	1.1	12	1	-13	-1	-12	1
CC(C)CC(=O)NC(NC(=S)Nc1sc2c(c1C#N)CCCC2)C(Cl)(Cl)Cl (stereo not drawn)
  96	3	25	1	1	0.7	4	7	-1	0.69
CCn1c(=N)n(CCO)c2ccccc21
  99	-5	-6	1	-11	1.1	-10	-1	11	1.2
CC(=O)Nc1ccc(C(=O)OCC(=O)Nc2ccccc2F)cc1
  111	-1	-2	1	14	1	-10	8	-14	1.1
CCOC(=O)c1c(C)[nH]c(C2=NNC(=Nc3ccccc3OC)SC2)c1C
  126	13	13	0.9	-18	0.9	-8	-4	18	1.5
O=C(Cn1ccc(C(F)(F)F)n1)Nc1cccc(S(=O)(=O)N2CCCCC2)c1
  98	-8	4	1.1	7	1	17	1	-7	0.95
COC(=O)c1cn(CC(=O)NCc2cccs2)c2ccccc12
  121	0	2	1	-74	1	10	-2	74	1.9
CCCCc1nc(NCCN)c(C#N)c2c1CSC(C)(C)C2
  101	-8	9	1.1	12	0.9	-7	-1	-12	0.52
N#CC1=C(S)N(c2ccccc2)C(c2ccc(-c3cccc(Cl)c3)o2)NC1=O (stereo not drawn)
  94	-6	23	1.1	-8	0.8	-4	4	8	0.89
COc1cccc(-n2nnc3c(=O)n(CC(=O)Nc4ccc(C)cc4)cnc32)c1
  104	0	-28	1	-17	1.3	-17	12	17	1.1
CCNc1c([N+](=O)[O-])ncn1C
  101	-6	-2	1.1	-13	1	7	-1	13	1.1

Arranged by value in Diaph inh CS (ascending): 3 from the list above
SMILES,STAT1 activator,Diaph inh CS,FLuc stim CS,APP transl inh,TLR4-MyD88 BLA,APP 5'UTR act,NF-kB expr up
CCNc1c([N+](=O)[O-])ncn1C,101,-2,1.1,-13,7,13,1.1
COC(=O)c1cn(CC(=O)NCc2cccs2)c2ccccc12,121,2,1,-74,10,74,1.9
CCOC(=O)c1c(C)[nH]c(C2=NNC(=Nc3ccccc3OC)SC2)c1C,126,13,0.9,-18,-8,18,1.5

Remaining list, next part.
Values run as follows: STAT1 activator	FLuc inh counter	Diaph inh CS	FLuc stim CS	APP transl inh	Diaphorase act	TLR4-MyD88 BLA	G6PDH counter	APP 5'UTR act	NF-kB expr up
COc1ccc(NC(=O)CSc2nnc(C)n2Cc2ccccc2)cc1
  96	-4	-4	1	-1	1	-2	6	1	1.1
O=C(Nc1nc(-c2ccccc2)c(C(=O)c2ccccc2)s1)c1ccc(S(=O)(=O)N2CCCC2)cc1
  88	-2	26	1	6	0.7	-11	-33	-6	0.86
COC(=O)[C@H](C(C)C)n1c(C)c(C(C)=O)c(C(C)=O)c1C
  102	-3	7	1	6	0.9	-16	0	-7	1.1
CC1(C)NC(=O)N(CCOCCOc2ccccc2)C1=O
  105	-1	4	1	-4	1	12	9	4	1.2
O=C(O)/C(=C/c1ccco1)NC(=O)c1ccccc1
  105	-4	7	1	-4	0.9	-1	-9	4	1.1
Cn1cc(C(CC(=O)O)C(=O)O)c2ccccc21 (stereo not drawn)
  89	-6	16	1.1	-5	0.8	9	4	5	0.93
Nc1nnc(SCC(=O)OCC(=O)Nc2ccccc2)s1
  103	-2	16	1	-13	0.8	-2	25	13	/
O=C(Nc1ccc(F)cc1F)c1sccc1SCc1cccc(C(F)(F)F)c1
  97	-6	17	1.1	-4	0.8	-13	4	4	1.2
CCOC(=O)c1c(C)c(C(=O)NCc2ccco2)c(C)n1C
  97	-1	7	1	4	0.9	9	10	-4	1
CCOc1ccc(C(=O)O)cc1OC
  99	-8	7	1.1	2	0.9	-8	11	-2	1.1
Cn1c(SCC(=O)NCc2cccs2)nnc1-c1ccc(O)cc1
  93	-9	19	1.1	-16	0.8	-8	12	16	1
O=C1CCCc2c1cc(C(=O)NC1CCSC1=O)c(=O)n2-c1ccccc1 (stereo not drawn)
  108	-1	-9	1	23	1.1	-11	6	-23	0.92
CCOC(=O)NN1C(=O)c2ccccc2NC1c1ccccc1F (stereo not drawn)
  103	-5	-2	1	8	1	-20	0	-8	1
Cc1cc[n+](CC(=O)c2ccc(NC(=O)c3ccccc3)cc2)c2ccccc12
  96	-5	-17	1.1	-8	1.2	2	3	8	0.9
O=c1c2c(nc3nc(NCc4ccccc4Cl)[nH]n13)CCC2
  102	-4	9	1	-13	0.9	5	2	13	0.98
COC(=O)c1[nH]c2ccc(F)cc2c1NC(=O)CCN1CCN(Cc2ccc3c(c2)OCO3)CC1
  94	-8	15	1.1	-25	0.9	-2	0	25	0.7
